Assay outcomes deposited in PubChem BioAssay by National Center for Advancing Translational Sciences (NCATS).
Akt phos inh = HTS Assay for Inhibitors of Akt Phophorylation: Primary Screen. Neuro2A IGF-stimulated pAkt S473 HTRF, 20 min; stronger effect = lower value. activity change, % for hits at 50 µM. 360,000 compounds, 0.32% hits. AID 651550, 2012; in the data active = activity change below about -80%; inconclusive = mostly about -51% to -80%; also: % is scaled to controls: 0 for no effect and ±100 for the full control effect
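Neuro2A cells (4,500/well, DMEM with 0.5% FBS) were treated with compound at a single 50 µM final concentration, stimulated with 6 nM IGF for 20 min at 37 °C, and lysed. Phospho-Akt Ser473 was read by HTRF as 665/615 ratio ×10^4.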
Nrf2 ARE act = qHTS of Nrf2 Activators; AREc32 ARE-luciferase reporter (MCF7-derived line), luminescence, 24 h; Potency, µM (highest dose often 46.1 µM), inactives show at the highest dose activation, hits mostly activators; 410,000 compounds, 0.31% hits; AID 624171, 2012; also: potency is read from the fitted curve at half-maximal effect; % of control where 0% means no effect; nearly all actives have a fitted effect of over 65% in size
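For detection, Steady-Glo was added and plates sat 30 min at RT; before that, AREc32_Fluc cells grown overnight in OPTI-MEM/5% FBS had been treated with 23 nL compound for 24 hr at 37 deg C.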
CCT modulator = High-Throughput Screening for Modulators of Cytosolic Chaperonin Activity. activity change, % (concentration not given with the values), hits read low. purified chaperonin ATPase assay, HTRF ADP detection, 30 min. AID 651819, 2012. 360,000 compounds, 0.3% hits; in the data active = activity change below about -30%; also: % is scaled to controls: 0 for no effect and ±100 for the full control effect
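We incubate TRiC, 40 or 20 nM final, with library compounds at 76 uM and 10 uM ATP for 30 min at 37 °C. ADP formed is detected with Transcreener HTRF reagents after 30 min at room temperature.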
MmCpn inh = Inhibitors of TCP-1 ring complex (TRiC) of Methanococcus maripaludis (MmCpn): qHTS; Chaperonin Mm-Cpn (Methanococcus maripaludis); purified Mm-Cpn ATPase, ADP Transcreener TR-FRET; Potency, µM (series often up to 76.9 µM), without a hit: at the top dose activity, negative = inhibition, actives largely listed as inhibitors; 330,000 compounds, 0.031% hits; also: potency is read from the fitted curve at half-maximal effect; % is scaled to controls: 0 for no effect and ±100 for the full control effect; nearly all actives have a fitted effect of over 80% in size
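TR-FRET (320 nm excitation; 590 and 665 nm emission) reports ADP made from 10 uM ATP by 25 nM enzyme; compounds were preincubated 10 min, reaction run 30 min, both at 37°C.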
EPAC2 antag = qHTS for Antagonist of cAMP-regulated guanine nucleotide exchange factor 2 (EPAC2): primary screen. Rap guanine nucleotide exchange factor 4 (Homo sapiens), Q8WZA2. EPAC2 GEF exchange of Rap1B-BODIPY-GDP, fluorescence. Potency, µM (titrated, usually from 114 µM), for inactives: at the highest dose activity, negative = inhibition, usual class: inhibitors. 360,000 compounds, 0.18% hits; also: potency is read from the fitted curve at half-maximal effect; % is scaled to controls: 0 for no effect and ±100 for the full control effect; nearly all actives have a fitted effect of over 45% in size; many of its hits are not listed in these tables
Target sequence (Q8WZA2 whole entry, looked up): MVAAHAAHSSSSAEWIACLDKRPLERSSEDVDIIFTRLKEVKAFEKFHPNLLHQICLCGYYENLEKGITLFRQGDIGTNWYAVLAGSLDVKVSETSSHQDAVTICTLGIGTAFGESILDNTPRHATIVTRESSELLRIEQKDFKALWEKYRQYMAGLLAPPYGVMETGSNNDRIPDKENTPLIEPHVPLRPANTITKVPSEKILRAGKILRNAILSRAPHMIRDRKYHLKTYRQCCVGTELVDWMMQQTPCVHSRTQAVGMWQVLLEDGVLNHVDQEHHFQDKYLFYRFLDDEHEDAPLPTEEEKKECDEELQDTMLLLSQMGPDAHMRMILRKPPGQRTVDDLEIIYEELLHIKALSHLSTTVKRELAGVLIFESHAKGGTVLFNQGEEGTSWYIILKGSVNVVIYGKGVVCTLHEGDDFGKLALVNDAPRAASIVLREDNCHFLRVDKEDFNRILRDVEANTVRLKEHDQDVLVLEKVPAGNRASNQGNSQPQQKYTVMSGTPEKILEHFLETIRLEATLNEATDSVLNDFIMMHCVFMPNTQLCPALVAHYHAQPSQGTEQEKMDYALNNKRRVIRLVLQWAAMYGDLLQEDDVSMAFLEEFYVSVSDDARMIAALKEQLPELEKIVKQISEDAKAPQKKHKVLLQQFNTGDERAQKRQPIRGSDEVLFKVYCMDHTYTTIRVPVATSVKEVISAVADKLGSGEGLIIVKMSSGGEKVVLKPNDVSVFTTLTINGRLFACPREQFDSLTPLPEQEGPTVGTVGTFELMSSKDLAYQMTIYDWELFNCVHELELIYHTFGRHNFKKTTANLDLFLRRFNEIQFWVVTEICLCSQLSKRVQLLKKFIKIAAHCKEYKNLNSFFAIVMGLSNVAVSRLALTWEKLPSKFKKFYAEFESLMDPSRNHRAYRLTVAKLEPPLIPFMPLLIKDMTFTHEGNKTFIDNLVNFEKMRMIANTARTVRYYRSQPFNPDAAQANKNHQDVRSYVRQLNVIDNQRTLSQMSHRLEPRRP
EPAC2 agonist = qHTS for Agonist of cAMP-regulated guanine nucleotide exchange factor 4 (EPAC2): primary screen | Potency, µM (doses to about 154 µM), without a hit: top-dose activation, actives largely listed as activators | 360,000 compounds, 0.079% hits | Rap guanine nucleotide exchange factor 4 (Homo sapiens), Q8WZA2 | EPAC2 activation, biochemical qHTS; response scale: 100% = 6.5 mM cAMP response; also: potency is read from the fitted curve at half-maximal effect; nearly all actives have a fitted effect of over 50% in size
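Guanine nucleotide exchange by EPAC2 is measured as reduced fluorescence of BODIPY-GDP once it is released from 250 nM Rap1B. Plates are read kinetically for 30 min at room temperature; results are scaled to 6.5 mM cAMP.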
A549 viability = Nrf2 qHTS screen for inhibitors: counterscreen for cytotoxicity; A549 ARE-Fluc cells, CellTiter-Fluor viability, 18-24 h; Potency, µM (doses to about 46 µM), for inactives: at the highest dose activity change, negative = cytotoxicity, hits mostly inhibitors; 390,000 compounds, 0.16% hits; AID 504648, 2011; also: potency is read from the fitted curve at half-maximal effect; % is scaled to controls: 0 for no effect and ±100 for the full control effect
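A549 ARE-Fluc cells in 5% FBS OPTI-MEM, 5000 cells/well, rested 2 h then exposed to compounds in concentration-response for 18-24 h at 37 °C. Viability by CellTiter-Fluor fluorescence (Ex 405/Em 525) after 30 min; luciferase luminescence (BugLite, 15 min, RT) read afterwards.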
Nrf2 inh = Nrf2 qHTS screen for inhibitors; A549 ARE-Fluc reporter, luciferase luminescence, 18-24 h; Potency, µM (top dose mostly 46 µM), for inactives: top-dose activity change, negative = inhibition, most hits filed as inhibitors; 360,000 compounds, 2.1% hits; also: potency is read from the fitted curve at half-maximal effect; % is scaled to controls: 0 for no effect and ±100 for the full control effect; nearly all actives have a fitted effect of over 60% in size
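In this cell-based qHTS, ARE-driven firefly luciferase in A549 cells reports Nrf2 activity; the luminescent signal after BugLite lysis is the measured value, with a prior CellTiter-Fluor read for cell health.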
TGFb SMAD3 inh = qHTS for Inhibitors of TGF-b; HepG2 CAGA-GFP TGF-b/SMAD3 reporter, GFP fluorescence, 18 h; TGF-beta stimulated, 500 pg/mL final; Potency, µM (series often up to 46.1 µM), inactives show at the top dose activity, negative = inhibition, hits mostly inhibitors; 410,000 compounds, 1.2% hits; also: potency is read from the fitted curve at half-maximal effect; % is scaled to controls: 0 for no effect and ±100 for the full control effect; nearly all actives have a fitted effect of over 65% in size
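Read-out: total well GFP (ex488/em500-530) summed from mean per-cell fluorescence. Cells: HEPG2 CAGA-GFP, 1% FBS DMEM, 18 h at 37 degrees C with 500 pg/mL final TGF-beta. Unstimulated wells served as the full-inhibition control; stimulated DMSO wells = 0%.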
* marks the source's active call; other numbers are inactive results; i = inactive; u = inconclusive; x = not tested or not shown; & = joins results of further samples; [ ] = another dose, or the depositor's remark. Unless noted, calls follow the shape of the dose curve; as a rule, active = well fitted curve in the direction sought with a large enough effect; inconclusive = small, poorly fitted or top-dose-only effect, or another doubt; inactive = no such curve, though single readings can be large; an effect the other way counts as inactive or inconclusive. A portion of the library; the hit share may differ from the screen's.

SMILES | Akt phos inh | Nrf2 ARE act | CCT modulator | MmCpn inh | EPAC2 antag | EPAC2 agonist | A549 viability | Nrf2 inh | TGFb SMAD3 inh
COc1ccc(Cl)cc1NC(=O)Cn1c(=O)n2nc(-c3ccccc3)nc2c2ccccc21 | x | 4.7% | x | x | x | x | 0% | 16% | -41%
C(#CCN1CCOCC1)CCCN1CCOCC1 | i | 0.4% | -1.3 | x | 15% | 5% | 1% | 10% | 7%
CC(=O)c1ccc(NC(=O)CSC(=S)N2CCCC2)cc1 | i | 2.3% | -6.1 | 0% | -6% | -1% | 1% | 18% | 5%
COc1cccc(NC(=S)NCCCN2CCOCC2)c1 | i | -0.2% | -0.7 | 0% | 19% | -3% | 0% | 7% | 9%
O=C(CCCN=C1NS(=O)(=O)c2ccccc21)OCC(=O)N1CCc2ccccc21 | i | 0.3% | 2.0 | 0% | 2% | 1% | -1% | -4% | -2%
O=C(Cc1ccc(S(=O)(=O)N2CCOCC2)s1)NCCc1ccc(F)cc1 | i | 0.0% | 0.9 | -3% | 9% | 5% | -6% | 2% | -11%
Cc1ccc(N(C(=O)Cc2cccs2)C2C=CS(=O)(=O)C2)cc1Cl (stereo not given) | i | 0.8% | 0.6 | 1% | -4% | 6% | 6% | 0% | -9%
CCOc1ccc(NC(=O)c2cc3cc4cc(OC)ccc4nc3s2)cc1 | x | 0.6% | x | x | x | x | -12% | u | -19%
O=C1OC(c2ccccc2)=N/C1=C/c1cccc(OC(=O)c2cccs2)c1 | i | 0.6% | 1.9 | x | -3% | -1% | 2% | u | -7%
CCn1nnc2cc(C(=O)Nc3ccc(OC)cc3)ccc21 | x | -0.3% | x | x | x | x | -17% | -7% | 3%

Reprinted at random: 2 records from the list
SMILES | Akt phos inh | Nrf2 ARE act | CCT modulator | MmCpn inh | EPAC2 antag | EPAC2 agonist | A549 viability | Nrf2 inh | TGFb SMAD3 inh
O=C(Cc1ccc(S(=O)(=O)N2CCOCC2)s1)NCCc1ccc(F)cc1 | i | 0.0% | 0.9 | -3% | 9% | 5% | -6% | 2% | -11%
Cc1ccc(N(C(=O)Cc2cccs2)C2C=CS(=O)(=O)C2)cc1Cl (stereo not given) | i | 0.8% | 0.6 | 1% | -4% | 6% | 6% | 0% | -9%

(list continues)
SMILES | Akt phos inh | Nrf2 ARE act | CCT modulator | MmCpn inh | EPAC2 antag | EPAC2 agonist | A549 viability | Nrf2 inh | TGFb SMAD3 inh
Cn1cc(Cl)c(C(=O)Nc2cccc(Cl)c2Cl)n1 | i | 7.4% | -1.7 | 0% | 3% | 2% | 2% | u | u
COc1ccccc1-c1cc(C(F)(F)F)nc(N2CCOCC2)n1 | i | 2.3% | -0.1 | -6% | -1% | -3% | -2% | u | -6%
CN(C)c1ccc(-c2nc(-c3ccco3)no2)cc1[N+](=O)[O-] | x | 27% | x | x | x | x | -1% | 1% | -28%
CC1(c2nnnn2Cc2ccccc2)CCC(=O)N1CC(F)(F)F (stereo not given) | i | -0.5% | -0.6 | x | 3% | 6% | x | x | x
Cc1cc2cc(C=O)c(Cl)nc2cc1C | i | 2.8% | -2.0 | 0% | 0%[57.1 µM] | 1% | -15% | -10% | 4%
O=C(COc1ccc(Br)cc1)N/N=C1/SCC(=O)N1Cc1ccccc1 | i | 0.5% | -3.5 | 4% | -9% | 9% | 1% | 11% | u
CCOC(=O)N1CCC(Nc2c(NCCN3CCN(c4ccccc4F)CC3)c(=O)c2=O)CC1 | i | -1.0%&-1.0% | -1.1&2.1 | 0% | 13%&9% | -1%&7% | 4%&-1% | -12%&4% | 5%&13%
Cc1ccc(O)c(NC(=O)CSc2ccc(Cl)cc2)c1 | i | 0.5% | 0.9 | -1% | -1% | -3% | 7% | u | u
CN(C(=O)CSc1nnnn1-c1ccc(O)cc1)C1CCS(=O)(=O)C1 (stereo not given) | i | -0.6% | -1.6 | -1% | 0% | 7% | 5% | 7% | -18%
Nc1ncccc1OCc1ccc(Cl)c(Cl)c1 | i | 0.3% | 0.6 | 0% | -25% | 6% | 5% | u | -16%
CC1=C(C(=O)Nc2ccccc2F)C(c2cccs2)C2=C(CCCC2=O)N1 (stereo not given) | i | -0.9% | -4.1 | -1% | 1%[57.1 µM] | 8% | -2% | 11% | 20%
CCOc1ccc(-c2c(C#N)c(N)nc3c2c(=O)n(C)c(=O)n3C)cc1OC | i | -0.1% | -1.2 | 1% | 0% | -4% | -2% | 6% | -8%
CS(=O)(=O)c1ccc(Cl)c(C(=O)Nc2ccc3nc(N4CCOCC4)sc3c2)c1 | i | 5.3% | -1.7 | -7% | 5% | -4% | 0% | 4% | 17%
O=C(Cn1cc(S(=O)(=O)Cc2cccc(Cl)c2)c2ccccc21)Nc1ccc(F)c(Cl)c1 | x | 5.4% | x | x | x | x | 4% | 0% | -3%
CCN(CC)C(=O)C1CCCN(Cc2sccc2C)C1 (stereo not given) | x | -0.8% | -2.3 | 0% | -1% | 12% | u | -3% | 22%
COc1cc(=O)[nH]c(SC(C)C(=O)Nc2nc3c(s2)CCCC3)n1 (stereo not given) | i | 0.1% | -1.2 | 1% | 4% | -7% | -1% | -20% | 8%
Nc1ccccc1NC1CCCCC1 | i | 5.6% | -1.3 | 2% | 6% | 9% | -21% | -1% | -14%
NC(=S)NNC(=O)c1cc(C(F)(F)F)cc(C(F)(F)F)c1 | i | 2.1% | 1.4 | -6% | 1% | 1% | -1% | -6% | 0%
CC(=O)CCc1c[nH]c2c(C(=O)O)cccc12 | i | -1.0% | -19 | 2% | 1% | 5% | 3% | x | 4%
Cc1ccc(NC(=O)CCN2C(=O)c3ccccc3Sc3ncccc32)c(Cl)c1 | x | 3.9% | x | x | x | x | 3% | -4% | -29%
O=C(CN1C(=O)c2ccccc2S1(=O)=O)c1ccc(F)cc1 | i | -3.4% | -1.2 | -1% | -14% | 4% | 1% | 13µM* | 3%
COCCCNC(=O)c1ccc2c(c1)ncn2-c1ccc(C)cc1C | i | -0.4% | 1.2 | -2% | 1% | 9% | 2% | -28% | -7%
CCOc1ccccc1-c1nc(CN2CCC(C(=O)N3CCOCC3)CC2)c(C)o1 | i | 0.3% | 0.8 | 0% | -3% | 8% | 7% | 14% | -7%
CC(=O)Nc1ccc(NC(=O)C(C)OC(=O)C2CCN(S(=O)(=O)c3cccs3)CC2)cc1 (stereo not given) | i | 0.1% | -0.5 | 0% | -6% | -6% | -5% | -2% | 3%
O=C1CCc2cc(S(=O)(=O)N3CCC(C(=O)NC4CCCCCCC4)CC3)ccc2N1 | i | -0.3% | -3.9 | -1% | -2% | 1% | -3% | -24% | -25%
CC(=O)c1ccc(C(=O)N2CCCC(N3CCN(c4ccc(F)cc4)CC3)C2)s1 (stereo not given) | i | 0.1% | -1.3 | 0% | 0% | -4% | 2% | -25% | 22%
Cc1[nH]c(=O)nc(NN=Cc2ccc(Cl)cc2)c1C(=O)Nc1ccc(Cl)cc1 | i | 3.8% | -0.8 | x | 20% | 32µM* | 5% | -1% | 0%
Nc1cc(C(=O)N2CCN(c3cccc(Cl)c3)CC2)ccc1N1CC2CC(C1)c1cccc(=O)n1C2 (stereo not given) | i | -0.1% | 0.8 | x | -7% | 3% | x | x | 7%
CCOC(=O)CCC(=O)Nc1ccc(S(=O)(=O)N2CCCC2)cc1 | i | -0.2% | -1.4 | -3% | 2% | 12% | -2% | 6% | 0%
CC(=O)N1c2ccccc2CC1C(=O)NCc1cccc(Cl)c1 (stereo not given) | x | 3.0% | x | x | x | x | 3% | u | -13%
COc1ccccc1NC(=O)NCCCN1CCN(c2cccc(Cl)c2)CC1 | i | -0.8% | 0.2 | 1% | -20% | 7% | -14% | 2% | -12%
COc1cc(/C=C2\C(=O)N(c3ccc(NC(C)=O)cc3)N=C2c2ccccc2)ccc1O | i | 0.1% | -4.2 | 0% | 19% | 12% | 0% | 9% | -2%
CCNC(=O)C1(C)CCCN(C(=O)c2ccc3sccc3c2)C1 (stereo not given) | i | -0.1% | -0.5 | x | 5% | 4% | x | x | 26%
CCc1cccc(C)c1NC(=O)COn1nnc2ccc(C(F)(F)F)cc21 | i | -0.1% | 1.2 | 1% | -5% | 2% | 10% | 3% | -17%
CCc1ccc(NC(=O)CCc2c(C)nn(-c3ccc(N4CCCCC4)nn3)c2C)cc1 | i | 0.5% | -7.4 | 0% | -5% | 12% | -9% | 2% | -2%
CCC1(c2ccccc2)NC(=O)N(CC(=O)NC2CCCCCC2)C1=O (stereo not given) | i | -1.0% | -2.1 | 0% | -7% | 1% | 1% | -5% | -9%
CCCCNS(=O)(=O)c1ccc(NS(=O)(=O)c2c(C)cc(C)cc2C)cc1 | i | -0.5% | -1.1 | 0% | -15% | -13% | 0%[1.84 µM] | u | u
FC(F)(F)c1cc(-c2ccco2)nc2ncnn12 | i | 0.3% | -6.4 | -1% | -1% | 5% | 4% | -22% | 4%
Cc1ccn2c(Nc3ccccc3)c(-c3ccccn3)nc2c1 | i | 0.1% | -37* | 1% | -15% | -1% | u | 26µM* | -13%
Cc1nn(-c2ccccc2)c(C)c1NC(=O)COC(=O)CCOc1ccccc1 | i | -0.1% | -0.2 | 0% | 14% | 5% | -4% | 12% | 1%
